GFP derepression: epigenetic modulators derepressing GFP locus in mouse cells; AID 597; Potency, µM (highest dose often 46.1 µM), for the others: at the highest dose GFP derepression (activation); 0.09% of 68,000 active; mouse C127i GFP locus derepression, cytometry, 30 h; further: % of control where 0% means no effect
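Locus derepression in mouse mammary C127i cells whose integrated CMV-GFP reporter is normally silent; GFP expression after 30 h compound treatment was quantified by counting fluorescent cells.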
Tau filament bind: tau filament binding; P10636; recombinant tau filaments, thioflavin S fluorescence, 15 h; filaments grown with octadecylsulfate alongside compound; Potency, µM (top dose mostly 57.1 µM), inactives show at the highest dose activity change, negative = inhibition; 2% of 71,000 active; AID 596;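 further: potency means the concentration at half of the fitted maximal effect; on the % scale 0 is the no-effect control and ±100 the full control effect; actives lower thioflavin S fluorescence by blocking filaments or displacing dye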
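Recombinant tau protein (human, 1 uM final) plus 30 uM ODS in HEPES pH 7.4 with NaCl, DTT and thioflavine S. Compound present from the start; fluorescence at 510 nm after 15 h, 37 C.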
HADH2 inh: inhibitors of human HADH2 dehydrogenase | Q99714 | recombinant HADH2, NADH fluorescence, beta-hydroxybutyryl-CoA | Potency, µM (doses to about 57.1 µM), for inactives: at the top dose activity change, negative = inhibition, usual class: inhibitors | 3.4% of 73,000 active | AID 886; further: potency means the concentration at half of the fitted maximal effect; on the % scale 0 is the no-effect control and ±100 the full control effect; nearly all actives have a fitted effect of over 60% in size; many of its hits are not listed in these tables
Target sequence (Q99714 whole entry, looked up, one chain of several): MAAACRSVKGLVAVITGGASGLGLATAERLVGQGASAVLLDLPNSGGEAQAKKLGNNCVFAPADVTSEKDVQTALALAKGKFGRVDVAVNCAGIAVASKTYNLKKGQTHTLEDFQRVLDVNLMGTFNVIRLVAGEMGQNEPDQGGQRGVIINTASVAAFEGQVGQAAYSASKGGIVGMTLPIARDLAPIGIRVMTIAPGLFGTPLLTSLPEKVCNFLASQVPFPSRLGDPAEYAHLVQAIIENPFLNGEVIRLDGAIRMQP
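His-tagged recombinant enzyme from E. coli, 20 nM, preincubated 15 min RT with compound; reaction started with 1 mM NAD+ and 90 uM beta-hydroxybutyryl-CoA in 100 mM Tris-HCl pH 9.0. NADH fluorescence (ex 360/em 450) read over 4 min; last-minus-first difference.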
Hsp90 Hop PPI: changes Hsp90-Hop TPR2A binding signal, up or down; AlphaScreen TPR2A-His6 binding biotin-Hsp90 C-terminal peptide; Potency, µM (doses to about 57 µM), for the others: at the highest dose activity change, negative = inhibition; 0.44% of 71,000 active; AID 595; active means well fitted curve in either direction with a large enough effect; inconclusive means small, poorly fitted or top-dose-only effect, or another doubt; further: potency means the concentration at half of the fitted maximal effect; on the % scale 0 is the no-effect control and ±100 the full control effect; many of its hits are not listed in these tables
FLuc inh: blocks Photinus pyralis firefly luciferase activity; AID 411; purified firefly luciferase, luminescence, 8 min; 2.2% of 72,000 active; P08659; Potency, µM (series often up to 57.1 µM), inactives show top-dose activity change, negative = inhibition, hits mostly inhibitors; further: potency means the concentration at half of the fitted maximal effect; on the % scale 0 is the no-effect control and ±100 the full control effect; nearly all actives have a fitted effect of over 40% in size
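Firefly luciferase (PKLight detection mix) with 10 uM ATP in pH 7.2 imidazole buffer (KCl, MgCl2, Tween 20, BSA). Compounds tested across a concentration series (qHTS). Luminescence read after 8 min at ambient temperature.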
DNA Pol III inh: blocks replication by bacterial DNA polymerase III holoenzyme | 0.25% of 71,000 active | Potency, µM (series often up to 57.1 µM), without a hit: at the highest dose activity change, negative = inhibition | reconstituted DNA polymerase III holoenzyme replication, biochemical | AID 603; further: potency means the concentration at half of the fitted maximal effect; on the % scale 0 is the no-effect control and ±100 the full control effect
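Reconstituted *E. coli* holoenzyme (0.35 nM Pol III, 1 nM beta, 154 nM SSB, 2 nM primase) was preincubated with compound for 15 min at RT. Synthesis on 1.4 nM ssM13Gori ran 35 min, then was stopped with PicoGreen/EDTA and read as dsDNA fluorescence.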
15-hLO inh: blocks human 15-lipoxygenase activity; 1.4% of 74,000 active; purified 15hLO-1, xylenol orange hydroperoxide absorbance; P16050; Potency, µM (top dose mostly 57.1 µM), inactives show top-dose activity change, negative = inhibition, most hits filed as inhibitors; further: potency means the concentration at half of the fitted maximal effect; on the % scale 0 is the no-effect control and ±100 the full control effect; nearly all actives have a fitted effect of over 55% in size
Target sequence (P16050 whole entry, looked up): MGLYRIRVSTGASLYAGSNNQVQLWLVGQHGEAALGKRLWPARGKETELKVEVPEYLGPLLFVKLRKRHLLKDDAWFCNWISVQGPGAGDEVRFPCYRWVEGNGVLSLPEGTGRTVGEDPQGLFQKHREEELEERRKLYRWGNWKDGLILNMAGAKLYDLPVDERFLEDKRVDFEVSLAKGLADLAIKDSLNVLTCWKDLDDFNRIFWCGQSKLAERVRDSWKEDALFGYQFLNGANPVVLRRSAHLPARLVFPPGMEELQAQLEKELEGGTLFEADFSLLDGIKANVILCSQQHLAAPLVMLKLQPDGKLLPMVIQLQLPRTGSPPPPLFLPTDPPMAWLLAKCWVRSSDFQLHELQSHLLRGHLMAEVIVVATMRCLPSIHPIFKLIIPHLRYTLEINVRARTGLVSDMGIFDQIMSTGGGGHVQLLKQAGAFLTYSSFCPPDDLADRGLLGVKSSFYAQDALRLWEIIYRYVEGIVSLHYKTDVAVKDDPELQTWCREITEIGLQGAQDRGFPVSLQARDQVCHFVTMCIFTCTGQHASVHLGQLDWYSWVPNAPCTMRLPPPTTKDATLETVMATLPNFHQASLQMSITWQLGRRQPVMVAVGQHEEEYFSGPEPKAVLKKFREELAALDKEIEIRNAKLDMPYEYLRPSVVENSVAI
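Readout: Fe(III)-xylenol orange absorbance, 573-to-405 nm ratio as reaction progress. Enzyme 40 nM purified human 15hLO-1, substrate 50 uM arachidonic acid, 6 min RT after 15 min compound preincubation; Hepes pH 7.5 buffer with Triton X-100.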
CRE Fsk mod: CRE-bla signaling modulation under forskolin stimulation. 2.5% of 71,000 active. CHO CRE-bla reporter (cAMP response element driving beta-lactamase), forskolin EC10, beta-lactamase ratio. Potency, µM (series often up to 38.2 µM), for inactives: at the top dose activity change, negative = inhibition, most hits filed as activators. AID 662; active means well fitted activation curve with a large enough effect in the signal ratio, with a control signal flat, not every such curve was filed as active; inconclusive means small, poorly fitted or top-dose-only effect, or effect the other way, or a change in a side signal; the % refers to the signal ratio; further: potency means the concentration at half of the fitted maximal effect; % of control where 0% means no effect
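Modulation of forskolin-driven signalling is measured in CHO cells carrying a CRE-controlled beta-lactamase reporter. Cells are stimulated with EC10 NKH 477 in the presence of titrated compound for 3 h at 37 °C, then loaded with CCF4 for 2 h at room temperature.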
HBB splicing: hemoglobin beta splicing modulation; HBB splicing reporter cell assay, activation; EGFP reporter with mutant IVS2-654 intron; response scale: normalised to 500 nM splice-correcting PNA; Potency, µM (series often up to 46.1 µM), inactives show at the top dose activation, actives largely listed as activators; 0.06% of 65,000 active; AID 925; further: potency means the concentration at half of the fitted maximal effect; 0% is about no effect
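HeLa cells stably expressing EGFP interrupted by mutant beta-globin intron 2 (IVS2-654), 500/well in 2% FCS. Treated with compound for 2 days at 37C. Splicing correction scored as total well GFP intensity (488 nm excitation, 500-520 nm emission); 500 nM antisense PNA served as control.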
Ub-GFP proteasome: proteasome inhibitors stabilizing ubiquitin-GFP reporter. Ubiquitin-GFP reporter cells, proteasome inhibition, GFP fluorescence; response scale: untreated = 0%, 10 µM MG-132 = 100%. Potency, µM (series often up to 45.9 µM), without a hit: at the top dose activation (GFP accumulation), most hits filed as activators. 67,000 tested, under 10 active; active means well fitted activation curve with a large enough effect, not every such curve was filed as active; inconclusive means small, poorly fitted or top-dose-only effect, or another doubt; inactive means no such curve, though single readings can be large or run the other way; further: potency means the concentration at half of the fitted maximal effect
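Reporter cells (U2OS, ubiquitin-G76V-GFP fusion) are plated overnight, then treated 4 hr at 37 °C with compound titrations from 46 uM down to 2.9 nM. Activity is scaled against untreated cells and 10 uM MG-132.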
ERK AVP block: vasopressin-driven ERK pathway inhibition | Potency, µM (titrated, usually from 57.5 µM), for inactives: at the highest dose activity, negative = inhibition, hits mostly inhibitors | AID 995 | HEK293-V1b, vasopressin-stimulated pERK AlphaScreen | 0.99% of 72,000 active; further: potency means the concentration at half of the fitted maximal effect; on the % scale 0 is the no-effect control and ±100 the full control effect; nearly all actives have a fitted effect of over 55% in size
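HEK293 cells stably expressing V1b receptor, preincubated 30 min at 37 °C with compound, then stimulated 5 min with 25 nM vasopressin. Phospho-ERK by AlphaScreen SureFire after 5 h RT; normalized to DMSO and vasopressin; AC50 by Hill fit.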
The depositor's hits bear a star; i = inactive; ? = inconclusive; / = no result given; [ ] = dose if it differs, or a comment. Unless noted, the call rests on the fitted dose curve; in most records, active means well fitted curve in the direction sought with a large enough effect; inconclusive means small, poorly fitted or top-dose-only effect, or another doubt; inactive means no such curve, though single readings can be large; an effect the other way counts as inactive or inconclusive. A portion of the library; count on the stated rates, not on these rows.

SMILES	GFP derepression	Tau filament bind	HADH2 inh	Hsp90 Hop PPI	FLuc inh	DNA Pol III inh	15-hLO inh	CRE Fsk mod	HBB splicing	Ub-GFP proteasome	ERK AVP block
COCCn1c(SCC(=O)OC(C)C)nnc1-c1ccccc1	-3%	-9%	-4%	-1%	-2%	1%	-1%	0%	/	0%	-14%
COc1nc(-c2ccccc2)ccc1-c1noc(C)n1	4%	-2%	149%[activator]	20%	-11%	-5%	-1%	?	1.2%	7%	-18%
O=C1C(=O)N(Cc2ccco2)C(c2cccc(Cl)c2)/C1=C(\O)c1ccc2c(c1)OCCO2 (centres undefined)	-2%	-3%	-7%	2%	-1%	-5%	30%[activator]	?	0.4%[1.84 µM]	17%	-5%
CCCCC(=O)Nc1cc2nn(-c3ccc(OC)cc3)nc2cc1C	-3%	29%	i	-2%	-8%	-5%	-6%	-7%	/	-2%	22%[11.5 µM]
COc1ccc(CCn2c(SCC(=O)Nc3cc(C)on3)nc3ccccc3c2=O)cc1OC	-3%	4%	21%	-1%	1%	-8%	0%	-14%	-0.8%	3%	0%
CCOc1ccccc1OCCCCN1CCCC1	3%	8%	4%	3%	-1%	1%	1%	?	-0.3%	19%	6%
O=c1c(-c2cccs2)nc2cnc(N3CCOCC3)nc2n1-c1ccccc1	0%[9.22 µM]	i	10%	3.2µM*	0%[11.4 µM]	4%	-12%	?	5.8%	29%	-13%
Cc1noc(C)c1C(=O)Nc1ccc(Cl)cc1C(F)(F)F	-3%	2%	7%	-2%	3%	-2%	3%	-1%	-2.5%	-1%	-11%
CSC1CCCCC1(O)CSc1nc2ccccc2o1 (centres undefined)	-3%	38%	-5%	5%	-7%	5%	?	0%	-1.9%	-1%	-14%
O=S(=O)(c1ccc(NCCc2c[nH]c3ccccc23)nc1)N1CCOCC1	0%	0%	16%	-8%	-7%	-7%	0%	-14%	0.1%[57.5 µM]	8%	8%
COc1ccc2c(c1)c(C(=O)CN1CCN(C(=O)c3ccco3)CC1)c(C)n2C	2%	9%	6%	-2%	2%	0%	4%	10%	-2.3%[57.5 µM]	-2%	-16%
CCOc1cccc(-c2nnc(SCC(=O)Nc3cc(OC)cc(OC)c3)n2N)c1	-2%	134%	78%[activator]	-2%	3%	4%	-4%	14%	2.0%[1.84 µM]	10%	-24%
CCN1C(=O)CSc2ccc(C(=O)OC)cc21	/	14%	-1%	-2%[2.3 µM]	2%	0%	-2%	22%	0.0%	-3%	8%
Cc1ccnc(NC(=O)CCC(=O)N(CC(=O)NC(C)(C)C)C2CCCC2)c1	0%	-21%	11%	2%	3%	1%	12%	4%	/	1%	39%[activator]
O=c1[nH]c(CN2CCN(c3ccccc3Cl)CC2)nc2ccsc12	-2%	11%	12%	-2%	-1%	-4%	8%	-14%	-0.4%[57.5 µM]	2%	3%
O=C(CCC1(C(=O)O)CCC(=O)NC1)NCc1ccccc1 (centres undefined)	0%	3%	12%	1%	1%	-3%	5%	?	-4.9%	0%	26%
CCn1c2ccccc2c2cc(Nc3cc(C)nc4ncnn34)ccc21	3%	122%	-16%	-23%	-7%	5%	-24%	0.79µM*	-1.1%	-7%	25µM*
Cc1ccccc1-n1c(SC/C(O)=C(\C#N)c2nc3ccccc3[nH]2)nnc1-c1ccncc1	-1%	12%	-13%	-20%	1%	-4%	?	?	-0.1%[57.5 µM]	-3%	-13%
COC(=O)c1cc2ccsc2n1CC(=O)Nc1cc(C)cc(C)c1	-2%	410%	1%	-3%	1%	-2%	1%	-13%	-1.4%	7%	0%
O=C(Cn1c(=O)sc2ccccc21)Nc1ccc(S(=O)(=O)N2CCCC2)cc1	0%	2%	-3%	-3%	0%	-1%	-13%	?	-2.5%	-1%	-7%
O=S1(=O)N=CN(Cc2cccc(F)c2)c2ccccc21	0%	-3%	-2%	-3%	-1%	1%	1%	?	-0.1%	-9%	7%
CCOC(=O)c1c(C)c(C(=O)Nc2ccc(N(C)C)cc2)c(C)n1CC	-2%	16µM*	2%	-14%	-18%	-3%	-24%	?	0.1%	12%	?
COC(=O)c1ccc(C=O)cc1	/	-2%	4%	2%	/	8%	4%	?	0.7%	/	2%
Cc1cccn2c(=O)c3cc(C(=O)N4CCN(C(=O)c5ccco5)CC4)n(C)c3nc12	0%	17%	?	-3%	1%	-1%	0%	16µM*	-3.5%	-3%	-3%
CCOC(=O)c1cnc(-n2nc(C)cc2C)nc1NCCc1ccccc1	?	240%	16%	?	1%	-6%	40%[activator]	?	-1.8%[57.5 µM]	-1%	?
FC(F)(F)c1ccccc1-c1nc(Nc2ccncc2)c2ccccc2n1	-6%[9.22 µM]	404%	-13%	-3%	-3%[2.29 µM]	-6%	-4%	?	-1.2%	-6%	-7%
NCCCCCCNS(=O)(=O)c1cccc2ccccc12	-1%	72%	-7%	1%	1%	2%	-10%[25.6 µM]	?	/	-3%	-12%
COc1ccc(OC)c(C(=O)CN2C(=O)NC(C)(c3ccccc3)C2=O)c1 (centres undefined)	-1%	-42%	-9%	4%	3%	2%	-8%	?	0.2%	2%	1%
CC(C)C[C@H](NC(=O)Nc1cccc(C(F)(F)F)c1)C(=O)O	0%	2%	3%	1%	2%	9%	-6%	-4%	2.6%[57.5 µM]	3%	-9%
CC1(C)CC(=O)C(C=Nc2ccc3[nH]ncc3c2)=C(O)C1	0%	-19%	122%[activator]	-1%	-6%	-15%	-11%	-2%	-0.8%[9.22 µM]	1%	-12%

Three structures from above, sorted by SMILES length, rising.
SMILES	GFP derepression	Tau filament bind	HADH2 inh	Hsp90 Hop PPI	FLuc inh	DNA Pol III inh	15-hLO inh	CRE Fsk mod	HBB splicing	Ub-GFP proteasome	ERK AVP block
NCCCCCCNS(=O)(=O)c1cccc2ccccc12	-1%	72%	-7%	1%	1%	2%	-10%[25.6 µM]	?	/	-3%	-12%
CCOC(=O)c1cnc(-n2nc(C)cc2C)nc1NCCc1ccccc1	?	240%	16%	?	1%	-6%	40%[activator]	?	-1.8%[57.5 µM]	-1%	?
FC(F)(F)c1ccccc1-c1nc(Nc2ccncc2)c2ccccc2n1	-6%[9.22 µM]	404%	-13%	-3%	-3%[2.29 µM]	-6%	-4%	?	-1.2%	-6%	-7%

Printed as active in Hsp90 Hop PPI, of those listed so far:
smiles,Tau filament bind,HADH2 inh,Hsp90 Hop PPI,FLuc inh,DNA Pol III inh,15-hLO inh,CRE Fsk mod,Ub-GFP proteasome
O=c1c(-c2cccs2)nc2cnc(N3CCOCC3)nc2n1-c1ccccc1,i,10%,3.2µM*,0%[11.4 µM],4%,-12%,?,29%

The listing continues:
SMILES	GFP derepression	Tau filament bind	HADH2 inh	Hsp90 Hop PPI	FLuc inh	DNA Pol III inh	15-hLO inh	CRE Fsk mod	HBB splicing	Ub-GFP proteasome	ERK AVP block
O=C(NCC1CCCO1)c1nc2c(nnn2Cc2ccc(F)cc2)c(=O)[nH]1 (centres undefined)	-1%	0%	7%	-7%	-1%	-4%	15%	4%	/	-3%	-2%
O=c1cccc(-c2ccc(Br)cc2)o1	0%	-2%[11.4 µM]	-1%[11.4 µM]	-5%[11 µM]	-6%	-1%[11.4 µM]	0%[11.4 µM]	?	0.2%[0.0738 µM]	-2%[9.17 µM]	-17%
O=C(CSC1=NCCN1)NC12CC3CC(CC(C3)C1)C2	6%	-4%	-3%	0%	0%	6%	16%	-2%	0.7%[57.5 µM]	0%	-18%
CSc1ncc(Cl)c(C(=O)NCc2ccc3c(c2)OCO3)n1	0%	-14%	8%	?	0%	3%	-4%	?	1.7%	7%	14%

Two records picked at random from those above, as already listed:
SMILES	GFP derepression	Tau filament bind	HADH2 inh	Hsp90 Hop PPI	FLuc inh	DNA Pol III inh	15-hLO inh	CRE Fsk mod	HBB splicing	Ub-GFP proteasome	ERK AVP block
O=S(=O)(c1ccc(NCCc2c[nH]c3ccccc23)nc1)N1CCOCC1	0%	0%	16%	-8%	-7%	-7%	0%	-14%	0.1%[57.5 µM]	8%	8%
COc1ccc(CCn2c(SCC(=O)Nc3cc(C)on3)nc3ccccc3c2=O)cc1OC	-3%	4%	21%	-1%	1%	-8%	0%	-14%	-0.8%	3%	0%
